Source: PubChem (several laboratories)
ABCB6 inh MLPCN – human ABCB6 transporter inhibition; Q9NP58; actives 0.19% (n = 360,000); K562-ABCB6 porphyrin accumulation, flow cytometry, 1 h; stronger effect = lower value; fluorescence ratio to DMSO, % at 10 µM;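 active = fluorescence ratio to DMSO below 75%, the collection mean minus 3 SD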;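 also: signal is porphyrin accumulated inside mitochondria; 100% equals median channel fluorescence of DMSO control wells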
N-glyco inh – N-linked glycosylation inhibition; D54 ERlucT glycosylation luciferase reporter, 24 h; percent of 100 nM tunicamycin response; reporter increase, % at 12.5 µM; actives 0.23% (n = 360,000); AID 588692;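 active = mean luciferase reporter signal, scaled so untreated is 0 and the glycosylation-blocking control 100, at or above a set limit in every replicate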;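 also: luciferase carries N-glycosylation sites so blocking glycosylation raises the light; 0% = median of neutral control wells and 100% = median of 100 nM tunicamycin wells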
Cardio protect – modulators protecting cardiomyocytes from myocardial damage; AID 588492; H9c2 cardiomyocytes, H2O2 injury protection, ATPLite, 2 h; protection from H2O2 cell death, % at 20 µM; actives 0.63% (n = 360,000);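 active = compounds giving at least 50% protection of heart cells from peroxide-induced death in the single-dose screen, raw or plate-pattern-corrected value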;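 also: 0% = DMSO wells with peroxide and 100% = DMSO wells without peroxide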
ABHD5-PLIN5 inh – inhibitors of human ABHD5-perilipin-5 interaction | actives 0.78% (n = 360,000) | inhibition, % at 4 µM | Split G. princeps luciferase complementation, luminescence, 4 h | Q00G26+Q8WTS1;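 active = inhibition above the mean inhibition across every tested compound plus 3 SD, cut at about 22% in these data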;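 also: 0% = DMSO only wells and the 100% control is not disclosed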
MC4R antagonist – human MC4R antagonism in cAMP assay; AID 540295; actives 0.48% (n = 360,000); MC4R-expressing cells, MTII-stimulated cAMP, LANCE TR-FRET; P32245; inhibition, % at 6.5 µM;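 active = inhibition above its plate's cutoff, the mean of tested wells on that plate plus 3 SD, cut at about 29% in these data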;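 also: 0% = Melanotan II alone and 100% = Melanotan II plus saturating MCL0020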
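Assay system: human MC4R-expressing U2OS cells; reagent: Melanotan II stimulation of cells; dosing: 6.5 µM single dose; timing: compound 30 min, challenge 1 h, detection 1 h; signal: TR-FRET cAMP assay; replicates: one well per compound, no replicates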
HTR2A ag – mouse HTR2A agonism via beta-arrestin recruitment | P35363 | CHO-K1 mHTR2A beta-arrestin complementation, luminescence; percent of 30 µM serotonin response | activation, % at 7.6 µM | actives 0.66% (n = 360,000) | AID 624169;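 active = activation above a run cutoff, the mean activation of all tested compounds plus 3 SD, cut at about 14% in these data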;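 also: 0% = plate median of compound wells and 100% = 30 µM serotonin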
SRC2 inh – inhibits human steroid receptor coactivator 2 | inhibition, % at 9 µM | actives 0.17% (n = 370,000) | HEK293 GAL4-SRC2 luciferase reporter, luminescence | AID 651957 | Q15596;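 active = inhibition above the mean inhibition of all tested compounds plus 3 SD, set per campaign, cut at about 52% in these data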;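 also: 0% = DMSO treated cells and 100% = cells given Gossypol at 36 µM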
MC4R ag barr – human MC4R agonism via beta-arrestin; P32245; U2OS MC4R beta-arrestin complementation, luminescence; percent of melanotan II response, DMSO zero; activation, % at 8.9 µM; actives 0.98% (n = 360,000);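 active = activation above a per-plate cutoff, the mean activation of sample wells on that plate plus 3 SD, cut at about 8% in these data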
NOD2 RIPK2 PPI – inhibitors of human NOD2-RIPK2 interaction; O43353; CHO BLA complementation NOD2-RIPK2, CCF4 ratio; inhibition, % at 4.98 µM; actives 0.38% (n = 360,000); AID 624267; in the data active = inhibition above about 21%;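 also: 0% = vehicle only and 100% = reference blocker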
TLR9-MyD88 block – TLR9-MyD88 interaction inhibition; CHO BLA complementation TLR9-MyD88, CCF4 FRET ratio; inhibition, % at 4.98 µM; actives 0.21% (n = 340,000); Q9NR96+Q99836;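 active = inhibition above the mean over all tested compounds plus 3 SD, cut at about 21% in these data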;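 also: 0% = DMSO only wells and 100% = clavulanate BLA inhibitor control wells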
Target sequence (Q99836 whole entry, looked up): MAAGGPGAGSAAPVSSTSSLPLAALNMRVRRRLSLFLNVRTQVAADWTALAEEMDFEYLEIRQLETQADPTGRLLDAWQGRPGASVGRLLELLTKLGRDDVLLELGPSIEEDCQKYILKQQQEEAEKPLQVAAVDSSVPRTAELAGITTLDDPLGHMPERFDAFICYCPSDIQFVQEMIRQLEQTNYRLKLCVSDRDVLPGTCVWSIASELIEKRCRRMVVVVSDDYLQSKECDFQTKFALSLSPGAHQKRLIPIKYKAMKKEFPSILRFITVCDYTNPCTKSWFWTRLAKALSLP
Target sequence (Q9NR96 whole entry, looked up): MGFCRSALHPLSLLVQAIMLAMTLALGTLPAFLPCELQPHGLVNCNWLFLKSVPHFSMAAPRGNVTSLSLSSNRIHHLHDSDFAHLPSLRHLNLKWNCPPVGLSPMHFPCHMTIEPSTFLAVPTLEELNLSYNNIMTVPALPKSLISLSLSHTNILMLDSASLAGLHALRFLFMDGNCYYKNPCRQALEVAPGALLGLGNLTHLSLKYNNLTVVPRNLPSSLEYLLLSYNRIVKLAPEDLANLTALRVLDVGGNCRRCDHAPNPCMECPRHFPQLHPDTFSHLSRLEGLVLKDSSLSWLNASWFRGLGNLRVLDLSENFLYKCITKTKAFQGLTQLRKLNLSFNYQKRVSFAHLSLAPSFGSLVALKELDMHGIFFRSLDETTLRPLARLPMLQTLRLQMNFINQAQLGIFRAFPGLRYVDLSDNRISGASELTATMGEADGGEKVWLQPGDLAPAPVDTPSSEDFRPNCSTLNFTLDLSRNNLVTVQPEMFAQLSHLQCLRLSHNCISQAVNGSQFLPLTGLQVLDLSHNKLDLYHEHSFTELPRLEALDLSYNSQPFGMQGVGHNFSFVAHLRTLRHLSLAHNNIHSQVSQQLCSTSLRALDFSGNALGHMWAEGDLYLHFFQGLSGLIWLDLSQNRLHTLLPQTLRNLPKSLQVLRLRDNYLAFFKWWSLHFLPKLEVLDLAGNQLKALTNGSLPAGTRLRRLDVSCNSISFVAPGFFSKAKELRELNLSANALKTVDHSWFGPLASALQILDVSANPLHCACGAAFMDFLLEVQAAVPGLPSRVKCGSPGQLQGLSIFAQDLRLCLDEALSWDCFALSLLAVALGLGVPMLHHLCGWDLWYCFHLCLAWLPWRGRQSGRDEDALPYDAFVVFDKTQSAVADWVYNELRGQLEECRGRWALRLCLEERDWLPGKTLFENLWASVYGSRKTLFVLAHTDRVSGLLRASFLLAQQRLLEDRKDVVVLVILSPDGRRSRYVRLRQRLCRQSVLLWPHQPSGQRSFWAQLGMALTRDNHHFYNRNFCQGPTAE
The depositor's hits bear a star; x = not tested or not shown.

No.	SMILES	ABCB6 inh MLPCN	N-glyco inh	Cardio protect	ABHD5-PLIN5 inh	MC4R antagonist	HTR2A ag	SRC2 inh	MC4R ag barr	NOD2 RIPK2 PPI	TLR9-MyD88 block
1	Cc1ccc(C)c(NC(=O)CN(C)C(=O)c2cccc(Oc3ccccc3)c2)c1	90	-1	5	-4	4	-11	-14	-1.1	-1	6
2	Cc1ccc(S(=O)(=O)N/N=C/c2ccccc2O)cc1[N+](=O)[O-]	91	4	-9	4	8	1	-6	-2.2	-1	2
3	CC(C)C(=O)Nc1ccc(-c2csc(-c3ccccc3)n2)cc1	93	0	-1	-6	-6	-4	-36	1.1	-6	-15
4	COc1ccc(/C=N/NC(=O)Cn2nc(C)c([N+](=O)[O-])c2C)cc1	101	3	9	3	2	1	-7	-2.6	0	5
5	CC(C)(C)OC(=O)NNc1c2ccccc2nc2ccccc12	93	-1	-2	1	-7	-1	-31	-3.2	-9	-6
6	Cc1nc2c3ccccc3nc(SCC(=O)c3ccc(Cl)cc3)n2n1	97	0	-5	3	-1	8	-34	11*	0	-1
7	CC(C)C(NC(=O)/C=C/c1cccc([N+](=O)[O-])c1)C(C)C	101	0	0	1	-1	-4	-32	-1.0	-8	4
8	CCCNC(=O)C1(C)CCCN(C(=O)c2cc(C(C)(C)C)nn2C)C1 (configuration not stated)	99	2	-1	1	5	1	-15	-1.6	8	x
9	CN(C)C(=O)c1cccc(-c2cnc3cccnn23)c1	98	-2	2	-3	3	2	-10	0.3	-16	x
10	C[C@@H]1CN([C@@H](C)CO)C(=O)CCCn2nncc2CO[C@H]1CN(C)C(=O)Nc1ccccc1C(F)(F)F	104	0	8	-6	14	7	6	1.0	5	-1
11	CCOc1cc(OCC)cc(C(=O)N2CCC[C@@H]2C(=O)N2CCC[C@@H]2C(=O)NCc2ccccc2Cl)c1	95	x	x	0	x	7	10	x	-9	x
12	CCOC(=O)c1cccc(NC(=O)CN2CCN(c3ccc(OC)cc3)CC2)c1	94	1	-2	5	11	-1	1	1.1	-9	8
13	O=C(CC1C(=O)NCCN1Cc1c(F)cccc1Cl)NCc1ccccc1 (configuration not stated)	93	-1	3	3	24	9	-3	0.8	5	10
14	Cc1ccccc1NC(=S)NC(NC(=O)c1ccco1)C(Cl)(Cl)Cl (configuration not stated)	94	3	-3	3	4	17*	9	-1.0	-2	-5
15	O=C(NCc1cccs1)C1CC(=O)N(Cc2ccccc2)C1 (configuration not stated)	96	-2	-1	2	1	6	1	-1.2	-1	2
16	Cc1ccc(CSCc2ccc(C(=O)NCCCN3CCOCC3)o2)cc1	99	2	1	4	25	-5	-34	-0.1	1	-6
17	Cc1cc(N2CCCCC2)nc(SCC(=O)c2ccccc2)n1	89	-1	-1	7	12	-10	-28	0.4	2	-6
18	CCCCN1C(=N)N([C@@H](CCC)CN2CCC[C@H]2CN2C(N)=NC[C@H]2CC(C)C)C[C@H]1Cc1ccccc1	92	1	-1	9	4	1	-32	1.9	-2	-1
19	CC(C)CCC(CCNCc1ccccn1)c1ccc(Cl)cc1 (configuration not stated)	94	-3	-4	0	-1	-11	10	-0.8	-2	8
20	COc1cccc(-n2c(SCc3c(C)noc3C)nnc2-c2cccc(S(=O)(=O)N(C)C)c2)c1	93	2	9	3	3	1	-6	-1.8	10	2
21	Cc1cccc([C@H]2[C@@H]3C=CCC[C@@H]3C(=O)N2Cc2ccccc2)c1	101	-4	1	4	2	5	-43	4.0	4	-6
22	O=C(CCOc1ccccc1)Nc1ccnn1C1CCN(CCc2ccccc2)CC1	102	-3	0	13	9	-8	-14	-0.3	-7	2
23	O=C(Nc1ccn(CCCNCc2ccc3[nH]ccc3c2)c(=O)n1)OCc1ccccc1	101	2	-3	4	5	-6	11	-1.0	-9	-10
24	COC(=O)c1ccc(N2CCN(CC(=O)c3ccc(C)cc3)CC2)c([N+](=O)[O-])c1	101	1	-6	9	-11	-2	1	-1.0	-14	12
25	CCCC(=O)C1CCN(Cc2ccccc2)CC1	95	1	5	1	2	5	13	-0.5	1	-3
26	NC(=O)NC(=O)C(c1ccccc1)N1CCN(S(=O)(=O)c2ccc(Br)s2)CC1 (configuration not stated)	101	-2	9	-4	1	2	-8	-2.6	-6	-4
27	O=C(CC(CC(=O)c1ccccc1)c1ccccc1)c1ccccc1	95	-4	-3	-6	-7	2	-35	-1.3	-3	5
28	CCOc1ccc(N2CC(NC(=O)c3cccc4ccccc34)CC2=O)cc1 (configuration not stated)	98	0	-2	4	1	10	13	-2.3	-2	4
29	Oc1cccc(/C=N/c2c(-c3ccco3)nc3ccccn23)c1	97	2	11	15	-15	7	19	-0.2	-3	3
30	CCOc1ccc(N2C(=O)/C(=C/c3cccs3)N(C)C2=S)cc1	97	0	0	4	4	1	-4	26*	-11	-2
31	Cc1cccc2c1nc(-c1ccccc1)n1nnnc21	98	-1	10	2	-4	-3	15	13*	-1	-1
32	CCOC(=O)c1cc2sccc2n1CC(=O)Nc1ccc2c(c1)OCCO2	102	0	-1	-1	10	-2	-6	2.0	3	8
33	CCOc1cc(NC(=S)NCC2CCCO2)c(OCC)cc1NC(=O)c1ccccc1 (configuration not stated)	96	-1	13	-4	5	3	3	-2.3	-6	-7
34	O=[N+]([O-])c1c(Nc2ccccn2)cc(Cl)c2nonc12	103	-17	-16	-9	-8	6	-1	-5.5	6	-2
35	Cc1cccc(C2c3[nH]c4ccccc4c3CCN2Cc2cnn(-c3ccc(F)cc3)c2)n1 (configuration not stated)	98	1	-4	0	16	-8	7	1.7	-14	-2
36	COc1ccc(C2=NN(C(=O)c3cccs3)C(O)(C(F)(F)F)C2)cc1 (configuration not stated)	97	3	-1	-11	17	2	-27	-0.9	18	5
37	CN(CC(=O)Nc1ccc(F)cc1)C(=O)Cn1c(=O)oc2ccccc21	100	0	6	5	0	-1	-6	-1.5	1	0
38	Cn1c(SCc2ccccc2)nccc1=O	96	3	10	4	6	-2	-20	0.6	-14	1
39	O=C(NNc1nc2c(F)cc(F)cc2s1)c1ccccc1	98	0	6	-2	1	0	-1	-2.7	5	4
40	O=C(NC(c1ccc(F)cc1)c1ccc2ccccc2n1)C1CCN(Cc2ccc(Oc3ccccc3)cc2)CC1 (configuration not stated)	95	-7	-4	2	5	-9	-12	0.0	10	x
41	C=CCc1cccc(/C=N/c2ncccc2O)c1O	91	0	6	-28	-6	7	0	-0.2	-9	-4
42	CN(Cc1nc2ccccc2c(=O)[nH]1)C(=O)c1ccc(S(=O)(=O)N(C)C)cc1	92	2	3	3	1	5	15	-0.1	9	-9
43	COc1ccccc1N1CCN(/N=C/c2cc(OC)c(OC(C)=O)c(OC)c2)CC1	101	1	-2	-4	4	-5	0	-3.0	-8	4
44	O=[N+]([O-])c1ccc(S(=O)(=O)Nc2ncccn2)cc1	96	2	-5	9	-2	1	-19	1.8	0	2
45	Cc1ccc2[nH]c(=O)c(CN(Cc3nnnn3C3CCCC3)C3CCCCC3)cc2c1	98	0	-1	-1	8	-1	-2	0.6	-20	5
46	N#Cc1ccccc1OCC(=O)NNC(=O)CCNC(=O)c1ccccc1	97	2	1	-8	2	0	-16	0.3	1	0
47	O=C(Nc1ccc2nc(C3CC3)n(Cc3ccc(F)cc3)c(=O)c2c1)c1ccco1	98	-2	20	9	11	-6	-9	0.8	8	-4
48	Cc1cc(C(=O)N2CCC(C(=O)O)CC2)c(C)o1	104	-2	7	10	4	2	-9	0.0	-3	x
49	O=C(CSc1nc2c(cnn2-c2ccc(F)cc2)c(=O)[nH]1)N1CCCc2ccccc21	99	1	4	5	19	0	-1	-0.8	-3	-8
50	Cc1ccc2c(c1)CCCN2C(=O)c1ccncc1	104	-2	0	-6	29*	-1	5	0.9	-7	-4
51	CC1CN(C(=O)CCC(=O)NCc2cccnc2)c2ccccc2O1 (configuration not stated)	100	1	2	-15	8	-2	7	0.9	10	2
52	Cc1ccc(NC(=O)c2ccccc2N2C(=O)C3C4C=CC(C5CC45)C3C2=O)cc1C (configuration not stated)	101	-1	5	-13	1	-2	-6	-3.8	-8	-1
53	COc1cc(NC(=O)c2cccs2)cc(OC)c1	93	1	-7	2	2	3	-32	0.7	-3	5
54	O=C(Nc1ccc(Cl)c(Cl)c1)Nc1nc(-c2ccccc2)cs1	99	-7	-11	1	-16	3	-5	2.8	0	-8
55	CC(C)(C)C(=O)CSc1ncccn1	94	0	-4	1	-1	3	6	-3.9	-2	-4
56	Cc1ccc2[nH]cc(C(=O)CCl)c2c1	105	-9	-25	13	18	-2	26	3.7	3	-6
57	CC(=O)N1CCN(c2ccccc2NC(=O)Cc2ccc(Cl)cc2)CC1	102	-2	4	0	12	5	-8	-0.7	0	-7
58	CCNC(=O)c1ccc2c(c1)C1C3CCC(C3)C1C(c1ccccc1)N2 (configuration not stated)	99	-5	5	0	16	-5	-7	0.4	8	-5
59	c1ccc(CCNc2nc(-c3ccncc3)cs2)cc1	94	-2	-11	-2	8	5	-10	1.4	2	4
60	CCC(=O)N1CCC(C)(C(=O)Nc2cc(OC)c(OC)c(OC)c2)C1 (configuration not stated)	94	2	6	3	17	12	-12	-0.5	1	x

(listing goes on)
No.	SMILES	ABCB6 inh MLPCN	N-glyco inh	Cardio protect	ABHD5-PLIN5 inh	MC4R antagonist	HTR2A ag	SRC2 inh	MC4R ag barr	NOD2 RIPK2 PPI	TLR9-MyD88 block
61	O=C(NCc1ccccn1)c1ccccc1-c1ccccc1	102	2	-6	-7	1	-3	-13	-0.1	2	-2
62	O=C(Nc1ccc(-c2nnc3n2CCCCC3)cc1)c1ccco1	98	1	3	-2	5	0	0	-1.7	5	-2
63	Cc1cc(C)c(O)c(C2(O)C(=O)c3ccccc3C2=O)c1	104	-1	-3	-5	2	1	-10	-0.3	8	-3
64	CCOc1ccc(OCCC(=O)OCC(=O)Nc2cc(S(=O)(=O)N3CCOCC3)ccc2C)cc1	102	-2	-10	14	-21	10	-34	-1.0	2	-11
65	COCCNC(=O)c1ccc(C)cc1C	101	-1	4	0	3	2	5	-2.0	-4	-6
66	CC1(C)C2C/C(=N\O)C(C)(/[N+]([O-])=C/c3cccc([N+](=O)[O-])c3)CC21 (configuration not stated)	91	7	-17	-6	-2	4	-5	-2.3	12	10
67	COCCN(C(=O)CNC(=O)c1ccco1)C(C(=O)NC1CCCC1)c1ccccc1 (configuration not stated)	104	0	-3	-4	16	5	13	0.6	-8	-3
68	O=C(CCc1ccccc1)Nc1ccc(F)cc1F	96	-1	10	-4	1	0	-9	-1.4	4	12
69	O=C(/C=C/c1ccc(Cl)c(Cl)c1)Nc1cccnc1	98	2	1	1	-5	-8	-41	-0.8	-10	-1
70	COC(=O)c1ccccc1Oc1ccc(NC(=O)CCCl)cc1	98	3	-3	-4	0	3	-21	0.6	1	1

Only part of the results is shown. The share of hits here may be higher or lower than overall.
